# Screens deposited in PubChem by several laboratories.
# SMARCA2 activ: activators of SMARCA2 function. MG213 cells, MMTV-luciferase reporter, dexamethasone, overnight. activation, % at 9.1 µM. 370,000 compounds, 1% hits; in the data active = activation above about 7.8%;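 also: 0% = vehicle wells and 100% = reference activator wells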
# DAX1 inh-1: DAX1 (NR0B1) inhibition, primary screen; 370,000 compounds, 1.1% hits; AID 652010; HEK293T StAR-luciferase reporter, SF-1/DAX-1 repression relief; inhibition, % at 6.8 µM;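 active = inhibition above the mean over all tested compounds plus 3 SD, cut at about 3.6% in these data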;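 also: 0% = DAX-1 cells with DMSO and 100% = cells lacking DAX-1 with DMSO; higher inhibition means more luminescence from relief of DAX-1 repression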
# hgDAF12 agonist: activates the H. glycines DAF-12 receptor ligand-binding domain. HEK293 GAL4-hgDAF12 UAS-luciferase reporter, agonist luminescence; normalized to butyrate control. activation, % at 6.8 µM. 370,000 compounds, 1.8% hits. AID 687014;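 active = activation above a cutoff set at the mean of all screened compounds plus 3 SD, cut at about 10% in these data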;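 also: 0% = DMSO wells and 100% = sodium butyrate wells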
# DAX1 inh-2: inhibitors of human orphan nuclear receptor DAX1 (NR0B1); 340,000 compounds, 0.99% hits; inhibition, % at 6.75 µM; AID 504766; HEK293 Gal4-DAX1 luciferase reporter, luminescence; P51843;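 active = inhibition above the mean over all tested compounds plus 3 SD, cut at about 4.2% in these data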;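 also: 0% = DAX1-transfected cells with DMSO and 100% = empty-vector control cells with DMSO; inhibition shows as a rise in luminescence from relieved DAX1 repression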
# hcDAF12 agonist: H. contortus DAF-12 activation, primary screen | AID 652067 | HEK293 hcDAF-12 lit1-tk-luc reporter, luminescence; 0% DMSO, 100% Δ7-dafachronic acid | 370,000 compounds, 1.4% hits | activation, % at 6.8 µM;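 active = activation above the mean of all tested compounds plus 3 SD, cut at about 5.5% in these data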;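 also: 100% = response to 3 µM Δ7-dafachronic acid high control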
# ssDAF-12 act: S. stercoralis DAF-12 activation, primary screen | HEK293 ssDAF-12/GRIP1 lit1-tk-luc reporter, luminescence; % of 3 µM dafachronic acid response | activation, % at 6.8 µM | 370,000 compounds, 1% hits | AID 652126;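 active = activation above the mean over all tested compounds plus 3 SD, cut at about 0.9% in these data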;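 also: 0% = DMSO-only wells and 100% = 3 µM delta7-dafachronic acid wells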
# Rev-erbA mod: modulators of human Rev-erb alpha DNA binding | 370,000 compounds, 0.79% hits | AID 1259318 | Rev-erbα–FITC-DNA binding, fluorescence polarization, 90 min | activity, % at 10 µM;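 active = activity above about 14%, limit read from the data; passing the limit was not always enough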;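 also: 0% = DMSO wells with 35 nM protein and 100% = DMSO wells with 750 nM protein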
# PLCg1 inh: inhibitors of human phospholipase C gamma1. P19174. purified PLC-gamma1, fluorogenic substrate, fluorescence. inhibition, % at 12.2 µM. 370,000 compounds, 0.84% hits. AID 720700; in the data active = inhibition above about 9.5%
# Target sequence (P19174 whole entry, looked up): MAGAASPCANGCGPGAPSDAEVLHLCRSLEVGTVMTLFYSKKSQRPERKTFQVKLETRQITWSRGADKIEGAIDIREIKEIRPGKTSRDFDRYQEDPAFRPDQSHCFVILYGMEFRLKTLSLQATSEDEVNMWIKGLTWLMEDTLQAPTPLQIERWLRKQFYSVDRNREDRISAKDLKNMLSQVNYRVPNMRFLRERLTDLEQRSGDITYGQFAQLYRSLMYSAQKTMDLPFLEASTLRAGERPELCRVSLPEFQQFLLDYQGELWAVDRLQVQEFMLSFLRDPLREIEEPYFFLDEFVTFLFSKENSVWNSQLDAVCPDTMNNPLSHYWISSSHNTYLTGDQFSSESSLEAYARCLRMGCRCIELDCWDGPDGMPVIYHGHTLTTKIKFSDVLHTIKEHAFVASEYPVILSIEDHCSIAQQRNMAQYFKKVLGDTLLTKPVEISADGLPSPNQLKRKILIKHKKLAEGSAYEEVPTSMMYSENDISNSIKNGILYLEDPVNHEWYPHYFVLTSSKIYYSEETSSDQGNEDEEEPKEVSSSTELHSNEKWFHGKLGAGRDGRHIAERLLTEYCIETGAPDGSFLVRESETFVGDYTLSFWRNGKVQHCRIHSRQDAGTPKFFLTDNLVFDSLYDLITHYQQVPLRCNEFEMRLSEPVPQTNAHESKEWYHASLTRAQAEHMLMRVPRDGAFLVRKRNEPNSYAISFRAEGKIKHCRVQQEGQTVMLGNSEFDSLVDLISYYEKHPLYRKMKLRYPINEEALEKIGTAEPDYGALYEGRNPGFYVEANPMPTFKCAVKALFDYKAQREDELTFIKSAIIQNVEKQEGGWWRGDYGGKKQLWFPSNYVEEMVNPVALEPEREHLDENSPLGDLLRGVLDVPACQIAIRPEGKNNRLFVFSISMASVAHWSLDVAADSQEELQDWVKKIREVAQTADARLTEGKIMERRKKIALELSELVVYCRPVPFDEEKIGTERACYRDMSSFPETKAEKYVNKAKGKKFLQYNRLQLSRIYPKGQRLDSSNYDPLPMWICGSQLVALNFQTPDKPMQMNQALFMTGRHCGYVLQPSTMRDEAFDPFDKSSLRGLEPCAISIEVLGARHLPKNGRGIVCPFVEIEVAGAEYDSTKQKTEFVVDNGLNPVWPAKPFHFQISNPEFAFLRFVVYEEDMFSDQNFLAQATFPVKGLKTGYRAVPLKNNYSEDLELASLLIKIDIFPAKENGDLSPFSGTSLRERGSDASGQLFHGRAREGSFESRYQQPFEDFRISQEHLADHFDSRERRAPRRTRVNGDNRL
# MBD2 DNA inh: inhibitors of human MBD2 binding to methylated oligonucleotide | TR-FRET | AID 686964 | inhibition, % at 4.4 µM | Q9UBB5 | 370,000 compounds, 0.31% hits; in the data active = inhibition above about 13%
# ADAM17 inh: ADAM17 inhibition, QFRET primary screen | recombinant ADAM17, EDANS/DABCYL FRET peptide cleavage | inhibition, % at 6.95 µM | 370,000 compounds, 0.83% hits;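 active = inhibition above the mean of compounds lying between control limits plus 3 SD, set per campaign, cut at about 8.5% in these data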;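 also: 0% = DMSO-only wells as the low control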
# PLC-beta3 inh: inhibitors of human phospholipase C beta3. Purified PLC-beta3, fluorogenic substrate, fluorescence. AID 720704. inhibition, % at 12.2 µM. Q01970. 370,000 compounds, 0.18% hits; in the data active = inhibition above about 11%;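 also: 0% = median of compound wells on plate and 100% = full blocker control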
# * = called active by the depositor; . = not tested or not shown.
# Results follow in this order: SMARCA2 activ	DAX1 inh-1	hgDAF12 agonist	DAX1 inh-2	hcDAF12 agonist	ssDAF-12 act	Rev-erbA mod	PLCg1 inh	MBD2 DNA inh	ADAM17 inh	PLC-beta3 inh
- CN(C)C(=O)c1cccc(-c2cnc3c(NC=O)cc(-c4ccc(C(=O)N5CCOCC5)cc4)cn23)c1
 : 3.3	0.2	-0.6	.	-1.2	-1.5	-3.1	-39.3	-8.3	-11.5	-45.2
- COC(=O)c1cn(NC(=O)Cc2ccc(Cl)cc2)c(=O)c2ccccc12
 : 0.1	-0.2	0.7	0.8	-1.1	-1.1	-5.4	-1.6	-3.1	0.9	-4.7
- COc1ccc(/C=N/Nc2ncc(Br)cn2)c(OC)c1
 : 4.9	1.9	16.3*	2.7	0.5	-0.3	-17.4	0.5	1.6	-1.3	1.0
- CCn1cc(CNC(=O)c2ccc(Cl)c([N+](=O)[O-])c2)c(C)n1
 : -2.4	-0.4	-0.9	-0.7	0.7	-0.8	0.0	-0.9	1.9	2.4	3.0
- Cc1ccc(C)c2nc(Cl)c(C#N)cc12
 : -4.5	-0.2	-0.6	3.0	0.4	-1.2	9.5	-5.7	14.2*	-10.8	-20.6
- CCc1nnc(NC(=O)C2CCCN2S(=O)(=O)c2ccccc2)s1 (stereo unspecified)
 : -1.5	0.2	1.2	0.3	-0.5	-1.6	-3.4	0.2	2.6	-1.6	7.4
- CC(C)C(OC(=O)CCC(=O)Nc1nccs1)C(=O)NC1CCCCC1 (stereo unspecified)
 : -2.1	0.2	-2.7	-1.1	-0.9	-1.2	-4.8	1.4	-0.6	-0.8	3.0
- COC(=O)c1ccc(NC(=S)N2CCN(Cc3cccc(C)c3)CC2)cc1
 : -3.2	0.3	-0.1	0.1	-1.4	-1.6	1.1	2.9	0.8	3.7	-3.4
- Cc1ccc(-c2nnn(CC(=O)N(CCO)C(C(=O)NC3CCCC3)c3ccc(F)cc3)n2)o1 (stereo unspecified)
 : 0.2	1.0	4.6	1.3	-0.9	-0.7	4.0	0.7	1.0	1.5	6.1
- CC(C)OC(=O)Cn1c(-c2ccccc2)c(-c2ccccc2)nnc1=O
 : -0.5	-0.4	-0.5	0.7	-1.1	-1.6	1.0	-8.8	0.3	-1.0	-13.0
- Cc1ccccc1OCCSc1nc2ccccc2n1CCC(=O)O
 : -0.3	-0.1	-1.4	3.2	0.0	-1.2	0.1	-3.5	4.1	-1.1	-7.7
- O=C(COC(=O)C1CCC1)NC(=O)c1ccccc1
 : -1.5	-1.4	1.6	0.1	-1.3	-0.9	4.3	2.5	3.8	-4.5	-4.1
- Nc1nc2ccccc2n1CCOc1ccc(F)cc1
 : -1.2	-0.6	-0.2	0.9	-2.8	-1.8	4.2	2.5	-0.1	-0.3	-0.8
- CC(NC(=O)CSc1ncccn1)c1ccc(Cl)cc1Cl (stereo unspecified)
 : 4.5	-0.4	2.3	1.0	-1.1	-2.0	4.1	1.9	1.7	0.3	-5.5
- c1ccc2c(c1)COc1c3cc4c(cc3nn1-2)OCO4
 : 9.5*	8.7*	29.2*	2.1	11.2*	1.2*	-4.2	4.3	0.1	0.2	1.1

# Reprinted from the part before: three compounds, then new ones.
# Results follow in this order: SMARCA2 activ	DAX1 inh-1	hgDAF12 agonist	DAX1 inh-2	hcDAF12 agonist	ssDAF-12 act	Rev-erbA mod	PLCg1 inh	MBD2 DNA inh	ADAM17 inh	PLC-beta3 inh
- Nc1nc2ccccc2n1CCOc1ccc(F)cc1
 : -1.2	-0.6	-0.2	0.9	-2.8	-1.8	4.2	2.5	-0.1	-0.3	-0.8
- CC(NC(=O)CSc1ncccn1)c1ccc(Cl)cc1Cl (stereo unspecified)
 : 4.5	-0.4	2.3	1.0	-1.1	-2.0	4.1	1.9	1.7	0.3	-5.5
- c1ccc2c(c1)COc1c3cc4c(cc3nn1-2)OCO4
 : 9.5*	8.7*	29.2*	2.1	11.2*	1.2*	-4.2	4.3	0.1	0.2	1.1
- O=S(=O)(Nc1nccs1)c1cc(Cl)ccc1Cl
 : -0.2	0.3	0.7	0.4	-0.5	-0.7	2.1	-3.5	2.3	-5.3	-8.4
- O=C(N/N=C/c1cc2cc3c(cc2nc1Cl)OCCO3)c1ccccc1O
 : -1.6	0.5	-0.1	0.2	-0.1	-0.8	-19.3	-5.5	3.4	1.3	-3.2
- O=C(NNC(=O)C1CCN(Cc2ccccc2)CC1)c1cccc(Cl)c1
 : 1.7	-0.5	3.4	0.7	-0.7	-1.2	7.0	7.7	1.9	2.5	4.9
- CC(=O)Nc1cc(NC(C)=O)cc(-c2nc3ccccc3[nH]2)c1
 : -5.1	0.2	4.7	1.7	-0.9	-1.1	8.7	5.4	-0.7	-1.6	-3.0
- CC(=O)C1=C(C)NC(SCC(=O)c2cc(Cl)ccc2Cl)=C(C#N)C1c1ccco1 (stereo unspecified)
 : -2.9	-1.0	-1.6	-0.1	0.6	-0.9	3.7	-67.9	2.1	-1.5	-91.0
- CCOC(=O)CSc1ncc(OC)c(Sc2ccc(OC)cc2)n1
 : -0.4	-0.5	-3.2	0.7	-1.1	-1.3	-0.7	-3.6	1.4	-2.9	-0.4
- Cc1c(Cl)c([N+](=O)[O-])nn1CCCC(=O)NC(C)c1ccccc1 (stereo unspecified)
 : -1.0	0.6	1.3	2.0	-3.1	-0.1	-4.9	-1.0	0.4	-1.9	4.4
- CN(C)S(=O)(=O)c1cccc(C(=O)Nc2ccccc2N2CCCCC2)c1
 : 0.1	0.1	-1.4	1.6	-1.6	-0.8	5.7	0.3	-5.7	-0.7	-9.7
- CCOC(=O)c1c(N)sc2c(NC(C)=O)cccc12
 : -1.3	-0.6	-0.5	-0.7	0.0	-0.9	-1.5	-3.6	1.2	-4.6	-1.6
- COC(=O)[C@@H]1C[C@H]2CC[C@H](O)C[C@H]2N1Cc1ccc(C)s1
 : 1.3	-0.3	2.4	-0.1	0.9	-0.6	2.7	-2.5	3.7	-0.7	-2.0
- CC(=O)Nc1cccc(/C(C)=N/NC(=O)c2cccc(S(=O)(=O)N3CCCC3)c2)c1
 : -3.8	-0.5	-0.2	1.2	-1.1	-1.1	-1.1	-5.6	4.2	-2.0	-10.1
- CC(=O)N1CC(C)c2scc(C)[n+]2-c2ccccc21 (stereo unspecified)
 : -5.0	0.3	2.6	2.3	-1.5	-1.5	2.3	4.5	-1.7	2.9	3.7
- CC(C)C1N=C(NC(=O)OCc2ccccc2)NC1=O (stereo unspecified) (tested in a mixture with another compound)
 : -4.3	-1.5	3.1	.	1.0	-1.3	3.4	6.2	8.9	-3.1	-0.8
- Cc1ccccc1OCC(=O)NC(=S)Nc1cccc2cc(O)ccc12
 : -0.7	0.6	3.8	-0.8	1.8	0.0	6.1	-4.0	3.8	2.3	-12.6
- Cc1cc(=O)[nH]c(N/N=C/c2ccc(OC(=O)c3cccnc3)cc2)n1
 : -3.1	0.5	2.2	0.5	1.1	-1.2	-1.5	-1.4	-3.5	-1.6	-6.6
- Cc1occc1C(=O)N1CCN(S(C)(=O)=O)CC1
 : -1.8	0.2	-1.5	-1.1	-1.7	-1.6	-2.5	5.5	-2.7	2.4	2.2
- COc1ccc(-n2c(C)nc(N)c2C(=O)c2ccccc2)cc1
 : -4.2	-0.2	-1.8	1.6	-0.1	-1.1	-2.8	-3.1	5.0	1.2	-1.9
- Nc1cccnc1Sc1ccc(Cl)cc1
 : -2.4	0.6	1.2	1.1	-0.5	-1.3	-3.9	-9.7	-3.3	-9.8	-6.0
- CCc1ccc(Nc2cnn(-c3nc4ccccc4s3)c(=O)c2Cl)cc1
 : -1.4	0.2	-1.6	0.0	2.2	-0.8	3.1	-9.2	5.6	-1.8	-10.7
- COC(=O)C1CCC(CNC(=O)C(Cc2ccc3c(c2)OCO3)NC(C)=O)CC1 (stereo unspecified)
 : -3.8	-0.4	2.1	.	-3.3	-1.1	-1.6	1.4	0.6	3.5	1.3
- CCn1nc(C)c(/C=N\NC(=O)c2ccc3c(c2)OCO3)c1C
 : -4.7	1.6	9.2	2.5	1.1	-0.9	-1.9	-0.5	-2.5	-0.1	-0.3
- O=C1c2cccc(NCCNCCO)c2C(=O)c2cccc(NCCNCCO)c21
 : 10.3*	-5.5	-0.5	-0.8	8.9*	0.7	-12.1	-3.2	107.0*	-7.0	-4.2
- Cn1c(=O)[nH]c(=O)c2c1nc(N)n2Cc1ccccc1
 : 0.5	0.1	-0.9	1.5	1.3	-1.4	1.8	-1.9	-1.9	-2.9	-14.9
- Cn1cnc2nc[nH]c2c1=S
 : -4.4	-2.0	-1.6	1.9	0.1	-1.2	-1.9	0.8	2.9	-1.2	-4.0
- COc1cc(NC(=O)CSc2ncnc3sc4c(c23)CCC(C)C4)c(C(=O)O)cc1OC (stereo unspecified)
 : -0.5	0.2	1.1	-1.6	-0.1	-0.4	-1.6	-4.7	-0.8	-2.7	-15.3
- COC1OC2COC(c3ccccc3)OC2C(O)C1N (stereo unspecified)
 : -2.6	1.2	1.0	-0.1	0.0	-0.8	-4.4	-0.9	-2.7	-3.6	-1.5
- CC(C)CC1c2[nH]c3ccccc3c2CCN1C(=O)CCC(=O)N(C)C (stereo unspecified)
 : -4.3	0.3	7.2	0.1	2.6	-0.1	3.3	-83.6	2.1	-27.9	-94.4
- CCSC1=C(C#N)C(c2ccccc2Cl)CC(=O)N1 (stereo unspecified)
 : -0.1	0.1	-1.0	0.5	-0.5	-1.1	-0.6	0.8	-0.8	1.5	-1.1
- Cc1ccc(NC(=O)CN2CCc3cc4c(cc3C2C)OCCCO4)cc1 (stereo unspecified)
 : -1.1	-2.3	-0.8	-0.6	-2.0	-1.8	-5.0	-2.5	0.0	0.8	-14.2
- COc1ccc(NC(=O)CSc2nnc(NC(=O)c3ccco3)s2)cc1OC
 : -1.7	-0.7	1.9	-0.4	0.0	-0.7	6.1	-1.8	4.5	-1.6	-10.4
- CCc1nonc1NC(=O)c1oc2ccccc2c1C
 : 3.8	-0.1	2.8	0.5	-0.9	-0.8	-0.1	-0.2	-0.5	1.1	-2.0
- O=C(CCCN1C(=O)c2cccc3cccc(c23)C1=O)NCc1cccnc1
 : -1.6	0.9	0.3	0.8	0.8	-1.7	1.0	-35.2	-4.4	-153.0	-52.6
- CCOc1ccc(S(=O)(=O)N2CCC(C(=O)N3CCOCC3)CC2)cc1Cl
 : -1.3	-0.1	-1.3	1.0	-0.4	-0.9	-0.8	-0.3	4.7	-3.6	-4.8
- Cc1nc(-c2ccc([N+](=O)[O-])cc2)sc1C(=O)O
 : 9.6*	0.6	3.9	0.2	2.3	0.7	3.8	-4.4	-1.6	-1.9	-9.3
- Nc1ccccc1-c1nnc(-c2ccccc2N)n1N
 : -0.8	0.9	9.1	1.9	6.0*	2.0*	5.8	-6.5	-5.0	-9.3	-20.3
- Cc1cc(C(=O)Cn2cc([N+](=O)[O-])ccc2=O)c(C)n1CC1CCCO1 (stereo unspecified)
 : 0.9	-1.2	2.9	-1.2	0.1	-0.6	1.0	-2.3	5.7	-6.3	-4.0
- CSC1=NCCN1S(=O)(=O)c1ccc(Cl)cc1
 : -0.9	0.2	1.1	0.3	-0.2	-1.4	-1.5	0.5	2.8	-0.5	0.7
- CC1CCCC(C)N1C(=O)c1ccc2c(c1)S(=O)(=O)c1ccccc1C2=O (stereo unspecified)
 : -0.2	-0.3	-2.5	-1.8	-2.2	-1.6	-8.2	2.2	-2.0	2.6	-2.9
